# UDG counterscr – UDG inhibition counter-screen; FRET deamination/UDG coupled assay, UDG read, 4 h; hit rate 0.14% among 91,000; Potency, µM (doses to about 115 µM), inactives show at the top dose activity change, negative = inhibition, hits mostly inhibitors; AID 1347430; further: nearly all actives have a fitted effect of over 65% in size
# AID inh – activation induced cytidine deaminase inhibition; AID deamination FRET fluorescence, UDG-coupled, 4 h; Potency, µM (top dose mostly 115 µM), for inactives: at the highest dose activity change, negative = inhibition, actives largely listed as inhibitors; hit rate 0.32% among 91,000; AID 1347428; further: nearly all actives have a fitted effect of over 25% in size
# Target sequence (Q9GZX7 whole entry, looked up): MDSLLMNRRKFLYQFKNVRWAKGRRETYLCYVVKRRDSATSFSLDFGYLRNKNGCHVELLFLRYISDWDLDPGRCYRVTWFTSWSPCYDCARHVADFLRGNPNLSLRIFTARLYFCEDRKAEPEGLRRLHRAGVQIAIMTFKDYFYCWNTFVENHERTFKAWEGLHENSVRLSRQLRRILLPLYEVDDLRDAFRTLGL
# * hit, by the source's call; ? = inconclusive; & = joins results of further samples; [ ] = remark or other dose. The call rests on the fitted dose curve; in most records, active means well fitted curve in the direction sought with a large enough effect; inconclusive means small, poorly fitted or top-dose-only effect, or another doubt; inactive means no such curve, though single readings can be large; an effect the other way counts as inactive or inconclusive. On the % scale 0 is the no-effect control and ±100 the full control effect; potency means the concentration at half of the fitted maximal effect.
SMILES,UDG counterscr,AID inh
COc1ccc(CCNC(=O)c2cc(=O)[nH]c3ccc(S(=O)(=O)N4CCCCC4C)cc23)cc1OC (configuration not stated),-7%,5%
CCN(c1ccc(NC(=O)[C@H](Cc2ccccc2)NC(=O)c2cccs2)cc1)C(C)C,4%,2%
CC(C)(C)c1ccc(-c2nc3cc(NC(=O)c4cccc(Br)c4)ccc3o2)cc1,-8%,11%
CC(O)c1ccc(-c2ccc(CNCc3cccs3)o2)cc1 (configuration not stated),-2%,4%
Cc1ccc2c(c1)c1c(c(=O)n(-c3cccc(Cl)c3)c(=O)n1CC(=O)NCCC1=CCCCC1)n2C,-19%,45%[activator]
Cc1csc2nc(CSc3ccccc3NC(=O)COc3ccccc3Cl)cc(=O)n12,-2%,-17%
O=C(c1nn(Cc2ccccc2)c(=O)c2ccccc12)N1CCN(C(=O)C2CC2)CC1,1%,-4%
O=C(Nc1ccc2nc(SCC(=O)N3CCCc4ccccc43)sc2c1)c1ccc(Cl)cc1,-14%[57.5 µM],-1%
COc1ccc(C)cc1CCNC(=O)CCc1c(C)nn(C)c1C,-2%,-10%
Cc1ccc(C)c(OC(=O)c2ccccc2F)c1,-5%,-1%
CC(C)(C)c1ccc(C(CC(=O)O)NC(=O)c2ccc(F)cc2)cc1 (configuration not stated),-3%,3%
O=C(CC12CC3CC(CC(C3)C1)C2)Nc1ccccc1C(=O)Cc1ccccc1,-6%,-3%
Cc1ccc(C(=O)OCC(=O)N(CCC#N)c2cccc(C(F)(F)F)c2)cc1[N+](=O)[O-],2%,3%
Cc1ccccc1C(NC(C)c1ccccc1)c1ccccc1 (configuration not stated),3%,-3%
CCc1cccc(NC(=O)C2CCCN(c3ncnc4onc(-c5ccc(F)cc5)c34)C2)c1 (configuration not stated),-2%,?
CCc1cccc(NC(=O)CN2C=NS(=O)(=O)c3ccccc32)c1,5%,-12%
COc1ccccc1OCC(=O)Nc1nnc2n1CCS2,5%,146%[activator]
CCN(CC)CCNC(=O)CCc1ncc(-c2ccc(Cl)cc2)o1,-4%,3%
CCN(CC)c1ccc(S(=O)(=O)N(CC)CC)cc1[N+](=O)[O-],3%,-14%
COc1ccc(NC(=O)CSc2nnc(NC(=O)Nc3ccccc3)s2)cc1OC,-12%,-11%
CC(C)(CNc1nc(-c2ccccc2)nc2ccccc12)N1CCOCC1,-8%,-6%
CN(Cc1ccccc1NC(=O)C1(C)CC1(Cl)Cl)C1CCCCC1 (configuration not stated),4%,-6%
Cc1ccc(C)c(NC(=O)Nc2csc3c2CCCC3)c1,9%,-13%
O=C(N/N=C/c1ccccc1)c1cccs1,-2%,1%
Cc1ccc(CCNC(=O)C2CCN(S(=O)(=O)c3ccc4c(ccn4C)c3)CC2)cc1,21%,4%

# Structures listed so far with a nitro group on carbon:
SMILES,UDG counterscr,AID inh
Cc1ccc(C(=O)OCC(=O)N(CCC#N)c2cccc(C(F)(F)F)c2)cc1[N+](=O)[O-],2%,3%
CCN(CC)c1ccc(S(=O)(=O)N(CC)CC)cc1[N+](=O)[O-],3%,-14%

# In a second layout: three of the compounds above
# Below each compound: UDG counterscr, AID inh
> O=C(N/N=C/c1ccccc1)c1cccs1
 : -2%, 1%
> CCc1cccc(NC(=O)CN2C=NS(=O)(=O)c3ccccc32)c1
 : 5%, -12%
> CC(C)(C)c1ccc(C(CC(=O)O)NC(=O)c2ccc(F)cc2)cc1 (configuration not stated)
 : -3%, 3%

# The results go on.
SMILES,UDG counterscr,AID inh
COc1ccc(-c2cc(COC(=O)Cc3cccc(F)c3)on2)cc1,13%,4%
COc1ccc2c(c1)c(=O)c(S(=O)(=O)c1ccccc1)cn2CC(=O)Nc1ccc2c(c1)OCO2,7%,-6%
CN(CC[C@@H](Oc1ccc(C(F)(F)F)cc1)c1ccccc1)CC(=O)O,-8%,-2%
COc1cccc(Nc2nc3ccccc3nc2NS(=O)(=O)c2ccc(NC(C)=O)cc2)c1,-5%,-6%
O=C(NCCc1c[nH]c2ccc(Cl)cc12)c1ccc(F)cc1F,-8%,-4%
C=C(C)CN1CCCC(C(=O)NCC2CC2)C1 (configuration not stated),-3%,4%
NS(=O)(=O)c1ccc(N/N=C/c2ccsc2)c([N+](=O)[O-])c1,11%,3%
Cc1ccc2nc(C)cc(C(=O)OC(C)C(=O)NC(C)(C)C)c2c1 (configuration not stated),-12%,-6%
Cc1cnc2c(c1SCC(=O)NCc1ccc(F)cc1)c(=O)n(C)c(=O)n2C,-15%&-2%,-11%&-6%
COCCNC(=O)c1cc(-c2ccc(OC)cc2)nc2ccccc12,-1%,5%
CC(=O)NC12CC3CC4C5CC(CC41)CC2C5C3,6%,-1%
CC(=O)c1ccc(N2CCN(C(=O)CCC(=O)Nc3ccc4nc(N5CCCCC5)cc(C)c4c3)CC2)cc1,-9%,?
O=C(NCc1cccc(F)c1)c1ccc(CN2CC(=O)N3CCCCC3C2=O)cc1 (configuration not stated),-5%,15%
O=C1CN(Cc2ccc(F)c3cccnc23)CCN1,-6%,-10%
CCn1cc(C(=O)NCCc2ccccc2)c(=O)c2cc(S(=O)(=O)N3CCCCCC3)ccc21,-28%,?
OC(CC#CCN1CCN(CC#CCC(O)(c2ccccc2)c2ccccc2)CC1)(c1ccccc1)c1ccccc1,-3%,-2%
N#Cc1ccc(C(=O)NC2CCC3CCCCC3C2)cc1 (configuration not stated),-6%,-12%
N#Cc1cccc(C(=O)NCCCN2CCCC2)c1,2%,0%
CCc1ccccc1NC(=O)c1noc2c1CC(C(C)(C)C)CC2 (configuration not stated),0%,3%
Cc1c(Cl)cccc1-n1nc(C)c2c(C)cc(=O)n(CC(=O)N3CCCc4ccccc43)c21,?,?
Cc1cccc(Nc2ncc(NC(=O)c3cccc(F)c3)c(Nc3cccc(C)c3)n2)c1,-6%,15%
CC(=O)N1CCCc2cc(S(=O)(=O)N3CCC(C(=O)NCc4cccc(C)c4)CC3)ccc21,2%,-5%
FC(F)(F)c1cccc(CSc2nnc(-c3ccncc3)n2-c2ccc(Br)cc2)c1,-10%,-23%
CCOc1ccc(CNC(=O)c2cc3n(n2)CC(C)(C(=O)NC2CCCC2)N(CC)C3=O)cc1OC (configuration not stated),-11%,-10%
COc1cccc(N2CCN(c3nc4ccc(C(=O)c5ccccc5)cc4n4c(C)nnc34)CC2)c1,30%,?

# A section from further up, for reference:
SMILES,UDG counterscr,AID inh
COc1ccc(CCNC(=O)c2cc(=O)[nH]c3ccc(S(=O)(=O)N4CCCCC4C)cc23)cc1OC (configuration not stated),-7%,5%
CCN(c1ccc(NC(=O)[C@H](Cc2ccccc2)NC(=O)c2cccs2)cc1)C(C)C,4%,2%
CC(C)(C)c1ccc(-c2nc3cc(NC(=O)c4cccc(Br)c4)ccc3o2)cc1,-8%,11%
CC(O)c1ccc(-c2ccc(CNCc3cccs3)o2)cc1 (configuration not stated),-2%,4%
Cc1ccc2c(c1)c1c(c(=O)n(-c3cccc(Cl)c3)c(=O)n1CC(=O)NCCC1=CCCCC1)n2C,-19%,45%[activator]
Cc1csc2nc(CSc3ccccc3NC(=O)COc3ccccc3Cl)cc(=O)n12,-2%,-17%
O=C(c1nn(Cc2ccccc2)c(=O)c2ccccc12)N1CCN(C(=O)C2CC2)CC1,1%,-4%

# Continuation.
SMILES,UDG counterscr,AID inh
CN(C)CCCN1C(c2ccccc2)=CC(=C(C#N)C#N)C2=C1CCCC2,-9%,-13%
COc1cccc(Nc2nnc(-c3cc4ccc(O)cc4oc3=O)s2)c1,-10%,-21%
CCOC(=O)c1oc2cc(OCC(N)=O)ccc2c(=O)c1-c1ccc(Br)cc1,-3%,-10%
COc1cc(C2CC(=O)Nc3c(-c4ccccc4)nsc32)cc(OC)c1OC (configuration not stated),9%,4%
Cc1cc(NC(=O)C2CCCCC2)ccc1Br,-8%,-9%
Cc1ccccc1CNC(=O)CN1CCSc2ccccc21,-2%,-5%
COC(=O)CN1C(=O)CSc2ccc(S(=O)(=O)Nc3ccc(Cl)cc3C)cc21,0%[57.5 µM],-3%
CCOc1cccc(CNc2nn[nH]n2)c1OCc1ccccc1,-8%,0%
Cc1ccccc1COC(=O)c1nn(-c2ccccc2)nc1N,14%,2%
COc1cccc(NC(=O)C(Sc2nnc(-c3ccco3)o2)c2ccccc2)c1 (configuration not stated),-3%,2%
CCC1CCCCN1C(=O)CSc1nnc(-c2ccc(OC)c(OC)c2)o1 (configuration not stated),6%,-6%
COCCNC(=O)Cn1cc2c(n1)-c1c(oc(C(=O)N3CCCC3)c1C)CC2,?,?
CCn1cc2nc(SCC(=O)Nc3ccc(OC)cc3OC)n(Cc3ccc(Cl)cc3)c(=O)c2n1,-20%,-12%
CC1CCN(S(=O)(=O)c2ccc3c(c2)N(CC(=O)Nc2ccc(F)c(Cl)c2)C(=O)CO3)CC1,3%[57.5 µM],0%
N#Cc1ccc(CN2CCN(C(=O)C3CC=CCC3)CC2)cc1 (configuration not stated),0%,-4%
Cc1ccc(/C=N/c2sc(C)c(C)c2C#N)cc1,-5%,9%
Cc1ccc2c(c1)N(C(=O)N1CCC(C(=O)NCc3ccccc3C)CC1)CC(C)O2 (configuration not stated),11%,-17%
Cc1ccc2oc(C(=O)N(Cc3sccc3C)C3CCS(=O)(=O)C3)c(C)c2c1 (configuration not stated),-18%,?
Cc1oc2cc(OS(=O)(=O)c3cccs3)ccc2c(=O)c1-c1ccccc1,-1%,-16%
O=C(N/N=C/C(Cl)=C\c1ccccc1)C1CC1,2%,-2%
CC(C)(C)c1ccc(C(=O)NC(Nc2cccc(Cl)c2)C(Cl)(Cl)Cl)cc1 (configuration not stated),-7%,-8%
O=C(CNC(=O)c1cccs1)NCC1COc2ccccc2O1 (configuration not stated),11%,-5%
CC1CCCCN1CCCNC(=O)c1cc(Sc2cccc(Cl)c2)nc2ccccc12 (configuration not stated),-12%,-11%
COC(=O)c1ccc2nc(C)cc(Nc3ccc(OC)cc3)c2c1,-11%,6%
Cc1cc(C(c2ccccc2Cl)N2CCN(C)CC2)c(NC(=O)c2ccco2)s1 (configuration not stated),-6%,-8%

# Exported with bars between the fields: two of the compounds above
structure | UDG counterscr | AID inh
CCN(CC)CCNC(=O)CCc1ncc(-c2ccc(Cl)cc2)o1 | -4% | 3%
CCN(CC)c1ccc(S(=O)(=O)N(CC)CC)cc1[N+](=O)[O-] | 3% | -14%

# Next results follow.
SMILES,UDG counterscr,AID inh
CC(/C=N/NC(=O)c1ccc(C)cc1)=C\c1ccccc1,7%,-9%
Cc1ccccc1Nc1sc(C(=O)c2ccccc2)c(N)c1S(C)(=O)=O,5%,-20%
O=C(O)CNS(=O)(=O)c1ccccc1,5%,3%
Fc1ccc(-c2cnc(/C(Cl)=C\c3ccc(OC(F)F)cc3)o2)cc1,6%,3%
NC(=O)C1CC(O)CN1 (configuration not stated),8%,1%
Cn1nnnc1SCCCNCc1cccc(OCc2ccccc2F)c1,-1%,-12%
COc1ccc(NC(=O)c2nn(C)c3c2CSc2ccc(C)cc2-3)cc1OC,-11%,?
COc1cc2c(c(OC)c1OC)-c1ccc(OC)c(=O)cc1C(NC(C)=O)CC2 (configuration not stated),9%,-1%
Cc1cc(C)c(NC(=O)c2cc(C)nc3c2c(C)nn3-c2cccc(F)c2)c(C)c1,1%,-6%
O=C(O)c1ccc2oc(=O)n(Cc3ccccc3)c2c1,22%,78%[activator]
O=C(CSc1cnc2ccccc2n1)c1ccc2c(c1)OCCO2,1%,1%
CCc1ccc(NC(=O)CCC2CCCCC2)cc1,-3%,-1%
CC(C)N(C(=O)Cn1cc(S(=O)(=O)Cc2ccc(C(F)(F)F)cc2)c2ccccc21)C(C)C,-1%[57.5 µM],2%
COc1ccc(CCNC(=O)Cn2nnc(-c3cccc(C(F)(F)F)c3)n2)cc1OC,-1%[57.5 µM],5%
CC(CC#N)N1CCN(c2ncccn2)CC1 (configuration not stated),-8%,-6%
Cc1cc(N2CCN(S(=O)(=O)c3ccc(Cl)cc3C(F)(F)F)CC2)nc(C(C)C)n1,-8%,12%
CCOC(=O)C(CC(C(=O)OCC)C(=O)OCC)C(=O)OCC,-5%,-4%
c1ccc(Nc2nc(NC3CCCC3)nc3c2cnn3-c2ccccc2)cc1,-5%,-9%
O=C(NCC(O)COc1cccc(C(F)(F)F)c1)C1CCCCC1 (configuration not stated),-5%,-6%
Cc1cccc(CN2CCN(CC(=O)Nc3c(C)cccc3C)S2(=O)=O)c1,19%,-6%
COc1cc(NC(=O)CC(C)n2nc(C)cc2C)cc(OC)c1 (configuration not stated),12%,-5%
Fc1ccc(Nc2nc3ccccc3c3nncn23)c(Cl)c1,-2%,-1%
Cc1ccccc1NC1(c2nnnn2-c2c(C)cccc2C)CCCC1,0%,-4%
O=C(CCc1ncc(-c2c(F)cccc2F)o1)NC1=NCCS1,-1%,4%
Cc1c(C(=O)N2CCC(C(=O)Nc3ccc(F)c(Cl)c3)CC2)sc2nc[nH]c(=O)c12,-4%,-24%

# (list continues)
SMILES,UDG counterscr,AID inh
Cc1ccc(CNC(=O)c2cc(-c3ccc(C)cc3)nc3n[nH]c(-c4cccc([N+](=O)[O-])c4)c23)cc1,35%[activator],-16%
Cc1cc(NC(=O)C(C)Sc2nnc(C)n2-c2ccccc2C)no1 (configuration not stated),2%,-4%
COc1ccc(N2C(=O)CS(=O)(=O)C23C(=O)N(Cc2ccc(C)cc2)c2ccccc23)cc1Cl (configuration not stated),-17%,-8%
Cc1ccc(NC(=O)c2ccc3c(Cl)c4c(nc3c2)CCCC4)c(Cl)c1,3%,-8%
O=C(Nc1ccc(N2CCC(c3ccccc3)C2)c(C(=O)O)c1)c1ccc(Cl)cc1 (configuration not stated),-15%,-16%
Cc1cccc(/C=C/C(=O)O)c1,4%,5%
CCOC(=O)c1c(CN2CCC(C(=O)OC)CC2)nc2ccccc2c1C,4%,-7%
Cc1ccc(NC(=O)C2CCN(c3nc4ccccc4o3)CC2)c(O)c1,-12%,-9%
O=C1/C(=C/c2ccc(Cl)cc2)Cc2ccccc21,-2%,-2%
CC(C)OC(=O)c1c(NC(=O)c2cc3nc(-c4ccccc4)cc(C(F)(F)F)n3n2)sc2c1CCCC2,-22%,-1%

# Some of the compounds tested. The share of hits here may be higher or lower than overall.
